Mtb BioA inh: inhibitors of Mycobacterium tuberculosis BioA enzyme; purified M. tuberculosis BioA enzyme, plate reader; inhibition, % at 9.99 µM; hit rate 0.096% among 360,000; in the data active = inhibition above about 40%; inconclusive = no clear call, values can overlap the other calls
Mtb FBA inh: Mtb fructose-bisphosphate aldolase inhibition; AID 588726; purified M. tuberculosis FBA, fluorescence read-out; hit rate 2.3% among 360,000; inhibition, % at 1 µM; P9WQA3; in the data active = inhibition above about 27%;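 also: 0% = vehicle and 100% = reference inhibitor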
Rv3671c protease: inhibitors of M. tuberculosis serine protease Rv3671c; P9WHR9; inhibition, % at 5.96 µM; hit rate 0.048% among 320,000; in the data active = inhibition above about 38%;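 also: extracellular domain of Rv3671c used as enzyme; 0% = enzyme with DMSO and 100% = no enzyme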
Target sequence (P9WHR9 whole entry, looked up, the tested form may be a part): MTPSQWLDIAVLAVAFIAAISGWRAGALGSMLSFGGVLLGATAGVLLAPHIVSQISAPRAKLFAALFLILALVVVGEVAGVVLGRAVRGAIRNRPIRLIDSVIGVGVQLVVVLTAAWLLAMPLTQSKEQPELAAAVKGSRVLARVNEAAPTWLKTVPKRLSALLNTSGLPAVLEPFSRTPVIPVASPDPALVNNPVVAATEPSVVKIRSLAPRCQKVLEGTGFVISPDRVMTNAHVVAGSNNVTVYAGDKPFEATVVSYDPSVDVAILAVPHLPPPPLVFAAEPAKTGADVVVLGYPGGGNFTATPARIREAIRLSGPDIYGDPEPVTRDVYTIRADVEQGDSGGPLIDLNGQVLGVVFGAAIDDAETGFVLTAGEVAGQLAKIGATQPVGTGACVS
MazF activator: activators of E. coli MazEF toxin-antitoxin RNase; hit rate 0.32% among 350,000; FAM/BHQ RNA-DNA oligo cleavage fluorescence, 5 h; P0AE70; activation, % at 20 µM; in the data active = activation above about 50%
Target sequence (P0AE70 whole entry, looked up): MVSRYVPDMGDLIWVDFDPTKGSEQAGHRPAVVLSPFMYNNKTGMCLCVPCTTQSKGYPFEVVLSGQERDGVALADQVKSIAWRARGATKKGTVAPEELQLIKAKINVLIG
Mtb UGM inh: Mtb UDP-galactopyranose mutase inhibition; P9WIQ1; purified UGM, fluorescence polarization probe displacement; inhibition, % at 10 µM; hit rate 0.06% among 320,000; in the data active = inhibition above about 10%, passing the limit was not always enough; inconclusive = no clear call, values can overlap the other calls
Target sequence (P9WIQ1 whole entry, looked up): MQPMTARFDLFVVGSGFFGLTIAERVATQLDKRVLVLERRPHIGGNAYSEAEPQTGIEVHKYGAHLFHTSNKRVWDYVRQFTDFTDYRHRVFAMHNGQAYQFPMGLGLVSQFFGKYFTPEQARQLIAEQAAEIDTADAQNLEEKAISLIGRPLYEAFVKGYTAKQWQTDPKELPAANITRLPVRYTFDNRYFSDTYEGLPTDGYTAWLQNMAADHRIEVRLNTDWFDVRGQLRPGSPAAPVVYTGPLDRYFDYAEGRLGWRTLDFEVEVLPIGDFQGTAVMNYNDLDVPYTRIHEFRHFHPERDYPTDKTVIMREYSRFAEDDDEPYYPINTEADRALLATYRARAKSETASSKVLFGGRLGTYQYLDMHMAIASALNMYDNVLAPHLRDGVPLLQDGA
PrPC surface inh: cell surface PrPC inhibition, primary TR-FRET screen; TR-FRET read-out; hit rate 0.43% among 370,000; AID 720596; inhibition, % at 13.8 µM; in the data active = inhibition above about 24%; also: 0% = median of the test wells and 100% = reference compound wells
GDH-TPI inh: inhibits GDH-TPI coupling enzymes, artifact for Mtb FBA screen. GDH-TPI coupled enzyme counterscreen, NADH absorbance. inhibition, % at 4.8 µM. hit rate 1.2% among 360,000; in the data active = inhibition above about 30%;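 also: 0% = DMSO wells and 100% = wells lacking the enzyme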
FadD28 FP inh: blocks FadD28 binding to the bisubstrate probe. fluorescence polarization. inhibition, % at 12.5 µM. hit rate 0.22% among 360,000. AID 588549; in the data active = inhibition above about 8.5%, passing the limit was not always enough; inconclusive = no clear call, values can overlap the other calls
BoNT F protease: inhibitors of Botulinum neurotoxin F light chain protease; Multiplex microsphere protease cleavage assay, flow cytometry; inhibition, % at 10 µM; hit rate 0.22% among 360,000; in the data active = inhibition above about 35%, passing the limit was not always enough; inconclusive = no clear call, values can overlap the other calls; also: plate controls were buffer without enzyme for full effect and enzyme alone for no effect
* marks the source's active call; other numbers are inactive results; u = inconclusive; x = not tested or not shown.

Compound,Mtb BioA inh,PrPC surface inh,Rv3671c protease,MazF activator,Mtb FBA inh,Mtb UGM inh,FadD28 FP inh,BoNT F protease,GDH-TPI inh
Cc1ccc(COC(=O)CCN=C2NS(=O)(=O)c3ccccc32)cc1,1.6,2,-1,-2,3,0.4,-3.4,-4,-3
COc1ccc(-c2nc(C)ncc2-c2csc(C)n2)c(O)c1,x,-4,8,-7,2,-1.7,-3.1,-2,10
O=C(Nc1cccnc1Cl)c1cc(-c2ccccc2O)on1,0.4,1,-192,7,1,-1.7,0.4,10,2
O=c1[nH]cc(COCC(F)(F)C(F)(F)C(F)(F)F)c(=O)[nH]1,-0.9,2,-15,-42,2,1.0,-2.4,-9,1
C#CCN1[C@@H]2CCN(C2)c2cc(Br)ccc2S1(=O)=O,1.5,1,x,4,-3,x,-8.1,2,12
CCCOc1cc(C)c(S(=O)(=O)n2ccc(C)n2)cc1C,-2.6,0,1,8,1,-0.5,-2.5,-4,-2
CS(=O)(=O)N(CC(=O)N1CCN(c2ccccc2)CC1)C1CCCCC1,-1.7,3,0,-3,-10,0.4,2.1,11,-2
COc1ccc(/C=N/NC(=O)c2ccoc2C)cc1OC,x,-1,8,0,-1,4.7,0.2,1,14
COc1cc(/C=N/NC(=O)COc2c(C)cc([N+](=O)[O-])cc2C)ccc1OC(=O)c1ccccc1Br,x,6,-4,-7,-5,1.5,-0.9,-10,8
CC(=O)Nc1ccc2c(c1)c1ccccc1n2C(C)=O,x,4,-3,-5,-2,-5.7,-7.0,-3,1
COc1cc(OC)cc(C(=O)Nc2ncn[nH]2)c1,-0.8,3,-2,10,-1,2.1,-4.4,-1,-3
CC(C)Oc1ccc(C2C(C#N)=C(N)Oc3c2oc(CO)cc3=O)cc1 (stereo not given),x,-2,6,-2,2,-2.7,-3.7,-2,-3
CNC(=O)CN(c1cccc2ccccc12)S(C)(=O)=O,-1.6,0,12,3,-4,2.1,-1.6,1,8
COc1cccc2cc(C(=O)Nc3ccccc3C)/c(=N/O)oc12,5.1,-4,-18,10,-2,0.1,-1.1,2,8
COc1cccc(C(NC(C)=O)c2ccc3cccnc3c2O)c1 (stereo not given),0.9,41*,3,1,3,-3.2,-1.4,u,5
CC(NC(=O)Cn1ccsc1=N)C12CC3CC(CC(C3)C1)C2 (stereo not given),-2.0,2,4,8,3,1.4,-1.0,u,4
CCc1ccc(-c2cc(C)no2)cc1S(=O)(=O)NCc1ccc(OC)c(OC)c1,1.4,8,-4,0,-5,1.0,-5.5,-3,-7
O=C1NC(=O)C2(COC(c3ccccc3Cl)OC2)S1 (stereo not given),x,0,0,0,-7,-1.6,-3.8,-2,-7
CC(NC(=O)c1ccco1)C(=O)N1CCN(c2cccc(Cl)c2)CC1 (stereo not given),2.3,-4,5,7,6,-1.5,-1.3,3,0
COc1cc(-c2nc3ccccn3c2NCC2CCCO2)ccc1O (stereo not given),0.4,-2,0,6,17,-5.0,-2.5,-4,15
COC(=O)C1=NN(c2ccccc2)C2(S1)SC(C(C)=O)=C(C)N2c1ccccc1 (stereo not given),-3.3,-3,-1,0,-1,-2.1,-2.1,-9,17
Cc1ccc(S(=O)(=O)N2CCN(C(=O)CSc3nnnn3C)C2)cc1,-1.3,2,-2,4,1,-0.9,-1.4,-8,2
CCNC(=S)NC1CC2CCCC(C1)N2Cc1ccco1 (stereo not given),0.1,-1,8,-1,1,1.2,-2.8,0,1
Cc1ccc(C(C(=O)NC(C)(C)C)N(CC2CCCO2)C(=O)CCC(=O)Nc2ccccn2)cc1 (stereo not given),-0.4,-9,10,5,-2,-0.8,-4.3,1,-5
CCOC(=O)[C@H]1[C@H]2COc3ccc(Cl)cc3[C@@H]2N2C(=O)c3cc(F)ccc3NC(=O)[C@@]12C,-1.5,0,1,12,0,0.7,-6.8,-4,13
C=CCC[C@H](Cc1ccc(F)cc1)C(=O)OC[C@@H](C)NC(=O)[C@H](CC=C)CC(=O)NCCO,-0.5,0,2,8,5,-1.6,-2.2,-5,9
CC(OC(=O)Cc1c(F)cccc1Cl)C(=O)NC1CCCCC1C (stereo not given),-5.0,7,3,-20,4,-1.2,-1.0,-5,1
CCCCCSc1nncc(=O)[nH]1,x,-2,10,8,1,1.0,-2.3,-4,5
O=S(=O)(c1ccc(NCCOCCO)nc1)N1CCCCC1,3.2,-4,3,10,3,1.5,-1.2,-6,-2
Cc1cccc(CN(C)C)c1CC(O)(c1ccccc1)c1ccccc1,x,-1,x,5,-1,x,-0.8,8,6
Cc1cc(NC(=O)c2cccnc2)ccc1NC(=O)c1cc2ccccc2o1,-2.7,2,-7,4,0,1.4,-0.1,-1,17
C/C(=N\Nc1ccccn1)c1ccc(C#N)cc1,x,-2,-10,-1,1,4.7,-3.8,-5,17
Cc1ccccc1C(=O)Nc1ccnn1C1CCN(C2CCSCC2)CC1,-1.7,2,1,0,4,-1.2,0.2,-6,6
CCCn1c(SCC(=O)c2c(N)n(C3CC3)c(=O)[nH]c2=O)nnc1-c1ccncc1,0.0,-1,1,-5,1,-0.5,-0.2,x,1
CC(C)(C)OC(=O)NCCCCCc1nnc(SCc2c(F)cccc2Cl)o1,0.0,0,0,-1,1,-2.0,-3.2,59*,-7
CCOC(=O)c1ccc(NS(=O)(=O)c2cc3c(cc2C)NC(=O)CO3)cc1,-1.1,2,-13,6,0,0.0,0.4,1,-1
O=C(NCCN1CCOCC1)c1ccccc1OCc1ccccc1,1.7,-4,2,-3,4,0.1,-1.0,-3,4
CC(C)CNC(=O)C1(C)CCCCCN1C(=O)c1cc2ccccc2s1 (stereo not given),0.8,8,x,x,-1,x,-0.7,-8,9
O=C(COC(=O)c1ccco1)NCc1ccc(F)cc1,x,-8,-3,9,-1,-0.9,-3.2,-2,4
Cc1c(Cl)c(C(=O)N2CCCc3ccccc32)nn1C,-0.9,-3,7,-4,-2,-4.0,-3.0,5,3

Quoted at random: 7 records from the list.
Compound,Mtb BioA inh,PrPC surface inh,Rv3671c protease,MazF activator,Mtb FBA inh,Mtb UGM inh,FadD28 FP inh,BoNT F protease,GDH-TPI inh
Cc1c(Cl)c(C(=O)N2CCCc3ccccc32)nn1C,-0.9,-3,7,-4,-2,-4.0,-3.0,5,3
Cc1ccccc1C(=O)Nc1ccnn1C1CCN(C2CCSCC2)CC1,-1.7,2,1,0,4,-1.2,0.2,-6,6
CC(C)(C)OC(=O)NCCCCCc1nnc(SCc2c(F)cccc2Cl)o1,0.0,0,0,-1,1,-2.0,-3.2,59*,-7
CCOC(=O)c1ccc(NS(=O)(=O)c2cc3c(cc2C)NC(=O)CO3)cc1,-1.1,2,-13,6,0,0.0,0.4,1,-1
O=C(NCCN1CCOCC1)c1ccccc1OCc1ccccc1,1.7,-4,2,-3,4,0.1,-1.0,-3,4
O=C(COC(=O)c1ccco1)NCc1ccc(F)cc1,x,-8,-3,9,-1,-0.9,-3.2,-2,4
CC(C)CNC(=O)C1(C)CCCCCN1C(=O)c1cc2ccccc2s1 (stereo not given),0.8,8,x,x,-1,x,-0.7,-8,9

Next records:
Compound,Mtb BioA inh,PrPC surface inh,Rv3671c protease,MazF activator,Mtb FBA inh,Mtb UGM inh,FadD28 FP inh,BoNT F protease,GDH-TPI inh
N#Cc1c(/N=C/c2cc(Br)cs2)sc2c1CCC2,1.4,4,-5,9,1,0.5,0.3,30,1
N/C(=N\NC(=O)c1ccc(F)cc1)c1cc2ccccc2oc1=O,x,1,6,7,2,-1.1,-0.6,4,12
COc1ccc(N2CCN(C(=O)c3oc4ccccc4c3NC(=O)Cc3ccc(OC)c(OC)c3)CC2)cc1,0.4,7,-7,3,-3,-0.8,-1.5,8,-1
CC(C)Cn1c(N)c(C(=O)COC(=O)C2CC(=O)N(Cc3ccccc3Cl)C2)c(=O)n(C)c1=O (stereo not given),x,4,1,-8,4,0.3,-6.1,1,-11
CC1=C(C(=O)Nc2cccnc2)C(c2cccnc2)n2nc(-c3cccs3)nc2N1 (stereo not given),4.5,-5,2,-4,6,-0.8,-1.7,4,4
Cc1ccc(CNC(=O)CCc2nnc3ccc(NCCCN4CCCC4=O)nn23)cc1,-2.7,-6,5,3,3,-0.4,0.1,0,-1
Cc1ccc(C(=O)N2N=C(c3ccccc3)CC2(O)C(F)(F)F)o1 (stereo not given),1.8,1,4,-4,0,1.0,-3.8,2,-7
O=C(Nn1c(-c2ccc(Br)cc2)nc2ccccc2c1=O)c1ccncc1,x,3,5,12,0,0.0,0.3,-4,-2

The closing two compounds of the part above open the next one.
Compound,Mtb BioA inh,PrPC surface inh,Rv3671c protease,MazF activator,Mtb FBA inh,Mtb UGM inh,FadD28 FP inh,BoNT F protease,GDH-TPI inh
Cc1ccc(C(=O)N2N=C(c3ccccc3)CC2(O)C(F)(F)F)o1 (stereo not given),1.8,1,4,-4,0,1.0,-3.8,2,-7
O=C(Nn1c(-c2ccc(Br)cc2)nc2ccccc2c1=O)c1ccncc1,x,3,5,12,0,0.0,0.3,-4,-2
CCOc1ccc(NC(=O)CN(C)C(=O)CCCOc2ccc(Cl)c(C)c2)cc1OCC,-1.0,13,-5,3,5,-1.5,2.3,-5,3
C=CCOc1ccc(C(c2c(C(=O)O)[nH]c3ccccc23)c2c(C(=O)O)[nH]c3ccccc23)cc1,2.9,0,-7,-17,4,0.0,40*,13,-2
Cc1cc(C)c(S(=O)(=O)N2CCCC2CNC(=O)c2ccc3c(c2)OCO3)c(C)c1 (stereo not given),-1.2,1,-5,-2,2,1.0,-1.6,-7,0
Cc1ccc(Cn2c(O)c(N=NC(=S)Nc3ccccc3F)c3ccccc32)cc1,x,-9,-1,14,-1,-2.5,-0.3,-10,2
CN1C(=O)N(C)C(=O)C(CCc2ccccn2)(CCc2ccccn2)C1=O,-1.7,-9,1,1,2,-0.9,-0.1,2,2
CCc1ccc[n+](-c2[nH]c(=O)sc2/C=N/N=C(\[O-])c2cccnc2)c1,0.8,-8,-2,-7,-5,-2.1,0.9,5,39*
Cc1ccc(S(=O)(=O)N2c3cc(C)ccc3OCC2C(C)(C)C)cc1 (stereo not given),-1.9,10,-7,-8,-5,-1.5,-1.7,-23,0
CCOC(=O)c1sc(NC(C)=O)nc1-c1ccccc1,-0.8,-7,-7,0,4,-1.0,0.7,6,6

Single records, from the list above.
CCc1ccc[n+](-c2[nH]c(=O)sc2/C=N/N=C(\[O-])c2cccnc2)c1 as listed: Mtb BioA inh: 0.8; PrPC surface inh: -8; Rv3671c protease: -2; MazF activator: -7; Mtb FBA inh: -5; Mtb UGM inh: -2.1; FadD28 FP inh: 0.9; BoNT F protease: 5; GDH-TPI inh: 39*
Cc1ccc(S(=O)(=O)N2c3cc(C)ccc3OCC2C(C)(C)C)cc1 (stereo not given) as listed: Mtb BioA inh: -1.9; PrPC surface inh: 10; Rv3671c protease: -7; MazF activator: -8; Mtb FBA inh: -5; Mtb UGM inh: -1.5; FadD28 FP inh: -1.7; BoNT F protease: -23; GDH-TPI inh: 0

(next part)
Compound,Mtb BioA inh,PrPC surface inh,Rv3671c protease,MazF activator,Mtb FBA inh,Mtb UGM inh,FadD28 FP inh,BoNT F protease,GDH-TPI inh
O=C(COc1ccccc1)NCC(c1ccco1)N1CCCCC1 (stereo not given),-2.3,0,-3,-2,4,3.5,-1.9,x,2
CCN(CC(=O)Nc1c(F)cccc1F)C(=O)CCSc1ccc(C)cc1,-0.5,5,2,-4,2,5.9,-0.1,-2,8
CS(=O)(=O)Nc1cccc(C2=NN(C(=O)CCCC(=O)O)C(c3cccs3)C2)c1 (stereo not given),0.7,-5,-8,11,4,-4.7,-1.1,-6,-1
O=C(Nc1cccnc1)c1ccc(F)c(S(=O)(=O)N2CCOCC2)c1,6.7,3,5,8,-1,-0.3,-4.4,1,-11
O=C(O)c1ccc(SCc2ccccc2)nc1,-2.1,8,7,-3,1,-3.0,-2.9,u,-7
CCc1nc2c(OCC=C(C)C)cccn2c1N(C)C(=O)c1ccccc1F,-1.2,6,x,x,-3,x,-3.5,-6,6
COc1ccc(Cl)cc1NC(=O)CCS(=O)(=O)c1cc2c(cc1C)NC(=O)CO2,-0.6,-10,11,7,1,2.6,-1.3,-6,-7

Source: PubChem BioAssay
